# Bioassay records deposited in PubChem BioAssay by The Scripps Research Institute Molecular Screening Center.
# DDE Tn7 FP inh: disrupts Tn7 cyclic peptide binding to fibrin D-Dimer-E complex. 370,000 compounds, 0.13% hits. FP displacement of FITC-Tn7 peptide from fibrin DD(E); 0% = median of compound wells per plate. inhibition, % at 8.3 µM. AID 720508. P02675;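 active = inhibition above the mean of compounds falling within the control limits plus 3 SD of them, cut at about 14% in these data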;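 note: 0% = plate median of compound wells and 100% = 10 µM Aha-Tn7 peptide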
#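 System: human fibrin DD(E); quantity: Fibrin-DD(E) at 2 µM final; also added: fluorescent Tn7 probe at 0.1 µM; compound dosing: single nominal test concentration of 8.3 µM per compound; schedule: 10 min preincubation, 3 h with tracer, room temperature; detection: fluorescence polarization of the labelled Tn7 tracer; repeats: one replicate per compound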
# ADAM17 inh: inhibits human ADAM17 | P78536 | recombinant ADAM17, EDANS/DABCYL FRET peptide cleavage | inhibition, % at 6.95 µM | 370,000 compounds, 0.83% hits | AID 720648;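 active = inhibition above the mean of compounds lying between control limits plus 3 SD, set per campaign, cut at about 8.5% in these data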;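 note: 0% = DMSO-only wells as the low control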
# ASAP1 inh: blocks human ASAP1-stimulated Arf1 GTP hydrolysis | Q9ULH1 | GDP FP detection | inhibition, % at 16.5 µM | 360,000 compounds, 0.19% hits; in the data active = inhibition above about 25%;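 note: 0% = vehicle with enzyme and substrate and 100% = no enzyme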
# ADAM10 inh: inhibits human ADAM10 | O14672 | recombinant ADAM10, EDANS/DABCYL FRET peptide cleavage, 3 h | inhibition, % at 7 µM | 370,000 compounds, 0.62% hits | AID 720582;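 active = inhibition above a per-campaign cutoff equal to the mean of compounds falling between control-based bounds plus 3 SD, cut at about 20% in these data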;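 note: 0% = DMSO wells while the 100% control is not disclosed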
# Target sequence (O14672 214-748 limits assumed): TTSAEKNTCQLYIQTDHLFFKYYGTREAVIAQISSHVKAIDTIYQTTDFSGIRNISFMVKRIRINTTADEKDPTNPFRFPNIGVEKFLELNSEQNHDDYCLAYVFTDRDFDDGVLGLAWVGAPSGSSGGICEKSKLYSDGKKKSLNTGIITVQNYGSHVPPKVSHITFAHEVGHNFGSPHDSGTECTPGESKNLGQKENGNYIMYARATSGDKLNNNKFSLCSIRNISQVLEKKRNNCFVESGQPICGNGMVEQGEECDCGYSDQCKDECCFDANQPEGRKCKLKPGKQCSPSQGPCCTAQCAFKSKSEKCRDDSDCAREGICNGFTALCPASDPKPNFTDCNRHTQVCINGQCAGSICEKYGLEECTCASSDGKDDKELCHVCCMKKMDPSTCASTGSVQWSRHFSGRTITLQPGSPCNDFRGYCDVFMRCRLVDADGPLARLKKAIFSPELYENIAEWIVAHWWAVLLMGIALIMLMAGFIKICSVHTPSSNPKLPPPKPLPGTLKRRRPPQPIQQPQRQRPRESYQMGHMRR
# PLC-gamma1 inh: inhibitors of human phospholipase C gamma1. P19174. purified PLC-gamma1, fluorogenic substrate, fluorescence. inhibition, % at 12.2 µM. 370,000 compounds, 0.84% hits. AID 720700; in the data active = inhibition above about 9.5%
# PLC-beta3 inh: PLC-beta3 (human) inhibition, primary screen; Q01970; Purified PLC-beta3, fluorogenic substrate, fluorescence; inhibition, % at 12.2 µM; 370,000 compounds, 0.18% hits; in the data active = inhibition above about 11%;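 note: 0% = median of compound wells on plate and 100% = full blocker control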
# ARFGAP1 inhibitor: rat ARFGAP1 inhibition; inhibition, % at 16.5 µM; 360,000 compounds, 0.26% hits; Arfgap1-stimulated ARF1 GTP hydrolysis, GDP FP detection; Q62848;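 active = inhibition above a per-plate limit, mean inhibition of low control wells plus 3 SD, cut at about 25% in these data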;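 note: 0% = DMSO wells with enzyme and 100% = wells lacking Arfgap1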
# Target sequence (Q62848 1-136 limits assumed): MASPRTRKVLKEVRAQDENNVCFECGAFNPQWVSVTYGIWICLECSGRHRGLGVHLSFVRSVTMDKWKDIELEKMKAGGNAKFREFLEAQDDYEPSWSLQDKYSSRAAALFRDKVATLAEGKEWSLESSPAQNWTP
#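 material = rat Arfgap1 catalytic domain, aa 1-136 | also added = human ARF1(Δ1-17)-GTP substrate | compound dosing = one concentration, 16.5 µM, DMSO 1.26% | times = GTP hydrolysis reaction 2 h at 25 °C | measured by = FP, GDP Alexa 633 tracer displaced from anti-GDP antibody, 620/688 nm | evaluation = percent inhibition of Arfgap1-stimulated GTP hydrolysis | replication = single well per compound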
# TDP2 absorb: TDP2 (human) inhibition, absorbance primary screen | inhibition, % at 12.8 µM | 370,000 compounds, 0.34% hits | recombinant TDP2, T5PNP hydrolysis, p-nitrophenol absorbance 415 nm | O95551;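 active = inhibition above the mean of all tested compounds plus 3 SD, set per campaign, cut at about 25% in these data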;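 note: 0% = DMSO with enzyme and 100% = buffer with substrate but no TDP2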
# Target sequence (O95551 whole entry, looked up): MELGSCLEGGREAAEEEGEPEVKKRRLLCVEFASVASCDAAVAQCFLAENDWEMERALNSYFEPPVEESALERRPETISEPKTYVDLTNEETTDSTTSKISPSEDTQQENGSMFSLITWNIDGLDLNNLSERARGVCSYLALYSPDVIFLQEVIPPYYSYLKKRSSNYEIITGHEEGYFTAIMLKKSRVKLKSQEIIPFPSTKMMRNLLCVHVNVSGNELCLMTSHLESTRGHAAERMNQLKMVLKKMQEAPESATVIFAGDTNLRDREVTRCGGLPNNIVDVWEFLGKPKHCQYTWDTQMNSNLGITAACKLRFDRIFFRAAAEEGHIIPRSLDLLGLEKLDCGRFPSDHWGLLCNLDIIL
#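 System – recombinant human TDP2 · Quantity – TDP2 enzyme at 120 nM final · Doses – single concentration, 12.8 µM nominal, with 1% DMSO · Incubation – 2 h at 37 °C · Measured by – epi absorbance of p-nitrophenol freed from T5PNP by hydrolysis · Read-out – % inhibition relative to enzyme-containing and enzyme-free wells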
# Tn6 DDE FP: disrupts Tn6 cyclic peptide binding to fibrin D-Dimer-E complex | 370,000 compounds, 0.21% hits | AID 720509 | Fibrin DD(E) TRITC-Tn6 fluorescence polarization displacement | inhibition, % at 8.3 µM;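 active = inhibition above a per-campaign cutoff: mean of compounds within control limits plus 3 SD, cut at about 15% in these data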;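 note: 0% = median of all compound wells on the plate and 100% = blocking peptide control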
# SIAE inh: inhibitors of human sialic acid acetylesterase SIAE; Q9HAT2; SIAE FP-Rh probe binding, fluorescence polarization; inhibition, % at 9.66 µM; 370,000 compounds, 0.69% hits;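 active = inhibition above a cutoff: mean of compounds within the control limits plus 3 SD of those, cut at about 17% in these data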;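 note: 0% = plate median of compound wells and 100% = probe without SIAE protein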
# * = called active by the depositor; i = inactive; nt = no result given.
DDE Tn7 FP inh,ADAM17 inh,ASAP1 inh,ADAM10 inh,PLC-gamma1 inh,PLC-beta3 inh,ARFGAP1 inhibitor,TDP2 absorb,Tn6 DDE FP,SIAE inh,mol
5,-17,3,-47,-5,-13,5,17,6,-10,Cc1ccc(S(=O)(=O)N2CCC3(CC2)CC(=O)c2ccccc2O3)cc1
-4,-8,-7,-28,-28,-34,16,-9,0,-2,CC(=O)c1ccc2noc(-c3cccc(F)c3)c2c1
0,-1,3,-1,1,-8,-4,9,-1,-3,Cc1ccc(S(=O)(=O)Nc2ccsc2C#N)cc1
3,12*,0,23*,3,3,3,10,13,6,COc1ccc(Nc2nc(N)nc(CSC(=S)N3CCN(c4ccccc4)CC3)n2)cc1
0,0,5,-8,-3,-2,4,-6,-10,4,COc1ccc(C(N)c2csc(Nc3ccc(C(F)(F)F)cn3)n2)cc1 (stereo not drawn)
-5,5,nt,4,0,-1,nt,-4,-4,-1,CC(C)(C)c1ccc(S(=O)(=O)N2CCCC2C(=O)N2CCc3ccccc3C2)cc1 (stereo not drawn)
-1,-18,6,-61,-274,-336,-4,13,1,7,CC1CCCN(Cc2c(O)ccc3c2O/C(=C\c2ccco2)C3=O)C1 (stereo not drawn)
0,1,8,5,0,0,12,-4,2,-12,CCn1nnc2cc(C(=O)Nc3cccc(S(=O)(=O)N(C)C)c3)ccc21
7,-41,-1,-104,-55,-79,-9,0,4,3,OCCN=C1CCCc2c1[nH]c1ccc(Cl)cc21
-1,2,9,3,2,0,1,2,-9,3,CCCCc1nc2ccccc2c(NC(=O)CN2CCCC2)c1CCC
-7,0,-8,7,-2,-8,0,8,3,0,COc1ccc(-c2csc(NC(=O)CN3C(=O)C4CCCCC4C3=O)n2)cc1OC (stereo not drawn)
2,-16,-1,-36,-15,-17,4,2,2,8,CCn1cc(C(=O)N[C@@H](C)C(=O)OC)c(=O)c2cc3c(cc21)OCO3
-4,-3,-2,-9,2,4,19,1,-3,-4,CCCCN1C=C(C(=O)OCC)C(=O)CC1
-1,-3,1,-4,1,-1,10,-1,-5,1,COc1ccc(/C=C2\SC(=S)N(CC(=O)NCCO)C2=O)cc1
1,-1,11,-2,-2,3,19,2,-2,0,Cc1cc(C)n(CCCNC(=O)C(C)(C)Oc2ccc(Cl)cc2)n1
-2,5,9,13,0,0,-9,2,1,4,CCc1c(C#N)c(SCc2c(C)noc2C)nc2c1C(=O)CC(C)(C)C2
-4,2,-9,-5,3,7,11,4,-7,-4,COc1ccc(-c2ccc(CN3C(C)C(=O)N(Cc4cn(CCC5OCCO5)nn4)CCS3(=O)=O)cc2)cc1OC (stereo not drawn)
1,-1,-13,6,2,1,7,9,-7,1,COc1ccc(NC(=O)N2CCCC2C(=O)Nc2ccccc2)cc1 (stereo not drawn)
1,-3,-6,5,3,1,-3,5,7,0,C=CCn1c(N)c(C(=O)N2CCN(C)CC2)sc1=S
-1,-1,-1,5,2,-2,0,-6,-1,-4,O=C(c1ccc(OC2CCN(C/C=C/c3ccc(F)cc3)CC2)cc1)N1CCCC1

# Three structures out of the list, sorted by count of non-hydrogen atoms, high to low:
DDE Tn7 FP inh,ADAM17 inh,ASAP1 inh,ADAM10 inh,PLC-gamma1 inh,PLC-beta3 inh,ARFGAP1 inhibitor,TDP2 absorb,Tn6 DDE FP,SIAE inh,mol
1,-1,-13,6,2,1,7,9,-7,1,COc1ccc(NC(=O)N2CCCC2C(=O)Nc2ccccc2)cc1 (stereo not drawn)
1,-1,11,-2,-2,3,19,2,-2,0,Cc1cc(C)n(CCCNC(=O)C(C)(C)Oc2ccc(Cl)cc2)n1
-1,-3,1,-4,1,-1,10,-1,-5,1,COc1ccc(/C=C2\SC(=S)N(CC(=O)NCCO)C2=O)cc1

# Other records.
DDE Tn7 FP inh,ADAM17 inh,ASAP1 inh,ADAM10 inh,PLC-gamma1 inh,PLC-beta3 inh,ARFGAP1 inhibitor,TDP2 absorb,Tn6 DDE FP,SIAE inh,mol
-11,1,4,-4,1,-8,2,3,-4,-4,CC(=O)Nc1ccc(NC(=O)c2cc(=O)c3ccccc3o2)cc1
2,-4,0,-12,0,-1,-22,7,-3,-5,Cc1ccc(OCC(=O)N2CCN(C3=NS(=O)(=O)c4ccccc43)CC2)cc1
-12,2,0,-3,1,0,4,-11,-3,-5,Cc1ccc(S(=O)(=O)N2CCN(C(=O)COC(=O)COc3ccc(Br)cc3)CC2)c(C)c1
8,-3,-8,4,0,-2,11,-5,1,-8,Cc1cccc(-n2ncc3c(NCCN4CCOCC4)ncnc32)c1
-1,-38,-5,-114,-25,-26,4,-7,-1,-5,NC(=O)c1ccccc1NC(=O)Nc1cccc(Cl)c1Cl
0,-1,-8,1,2,-4,5,22,-5,6,Cn1c(-c2ccc(F)cc2)cnc1NCc1cccc([N+](=O)[O-])c1
-4,0,11,3,1,3,-6,-7,4,-5,Cc1cccc(NS(=O)(=O)c2ccc(S(=O)(=O)N3CCCC3)cc2)c1
0,-4,-2,-5,1,-15,9,-4,-2,-12,COc1ccc(/C=C/C(=O)Nc2ccc(NC(C)=O)cc2)cc1S(=O)(=O)N1CCOCC1
0,-3,6,-3,-5,-3,5,1,2,12,COc1cccc(N2[C@@H](CC(=O)O)c3cc(C(F)(F)F)ccc3S2(=O)=O)c1
-10,3,10,5,2,3,-2,-8,0,4,Cc1ccc(Sc2c(C)nn(C(=O)CNS(=O)(=O)c3ccc(F)cc3)c2C)cc1
-5,-3,-11,1,-2,0,2,-1,-6,-2,COc1ccccc1C(CNC(=O)C1CC(=O)N(Cc2ccc(C)cc2)C1)N1CCCC1 (stereo not drawn)
4,-1,-2,4,2,-3,1,-7,1,-5,S=C(NCc1ccncc1)NC1CCCCC1
-3,-2,-16,0,2,1,-8,6,6,3,CC(C)COc1ccc(C(=O)CCN2CCCCC2)cc1
1,-2,-4,3,0,3,-3,1,-1,-2,CC(C)C(C(=O)OCC(=O)c1ccc2c(c1)NC(=O)CO2)N1C(=O)c2ccccc2C1=O (stereo not drawn)
6,-6,3,-7,4,1,-1,-7,-4,2,CCCCOc1ccc(C(=O)NCC(=O)NC2CC2)cc1
-9,-1,-12,1,0,-3,-7,-3,-7,6,Cc1ccc(C(=O)C(C)OC(=O)c2nc(Cl)ccc2Cl)cc1 (stereo not drawn)
0,-1,3,-6,-1,-3,5,-2,5,0,Cc1cc(=O)n2nc(N3CCCC(C(=O)NCc4ccccc4Cl)C3)sc2n1 (stereo not drawn)
-1,3,-4,11,4,2,9,-10,-4,2,C/C(=N\NC(=O)c1ccc([N+](=O)[O-])c(C)c1)c1ccccc1Cl
-7,1,0,6,4,0,4,-2,-1,5,Cc1nn(C)cc1/C=N/n1nnnc1N
1,-4,0,-3,2,0,0,6,1,-3,Cc1ccc(C)c(CSc2nnc(-c3cccnc3)o2)c1
0,-3,-13,-4,0,3,7,-6,-1,-6,Cc1cc(OC(C)C(=O)N(Cc2cccs2)C2CCS(=O)(=O)C2)ccc1Cl (stereo not drawn)
0,-4,5,-23,-25,-39,4,-7,-2,0,COCCNC(=O)c1cc2c(c(-c3cccc(C#CC(C)(C)O)c3)n1)[C@@H](CCO)N(S(=O)C(C)(C)C)C2 (stereo partly drawn)
0,-5,-3,1,0,2,3,-12,-3,-3,CCOC(=O)c1[nH]c(C)c(C(=O)Nc2ccc3c(c2)CCC3)c1C
-2,-4,4,5,-1,-7,6,-10,1,-3,COc1ccc(OCC(=O)Nc2ccc(N3CCOCC3)cc2)cc1
0,-3,-5,-2,-2,-2,16,-11,-2,-14,CC(CNC(=O)COc1ccc2c(c1)OCO2)c1ccccc1 (stereo not drawn)
-1,-3,-9,0,-2,-6,-20,7,-2,0,Cc1c(C(=O)N2CCN(CCc3ccccn3)CC2)oc2ccc(Cl)cc12
-10,-170,-7,-487,i,i,-8,-10,-3,-3,Cc1ccc2nc(N3CCN(C(=O)CCC(=O)O)CC3)nc(-c3ccccc3)c2c1
4,2,0,1,-3,-4,3,-16,4,2,CCn1cc(CN2CCN(Cc3ccccc3)C(CCO)C2)c2ccccc21 (stereo not drawn)
-1,-5,9,0,1,-3,-3,5,1,3,Cc1ccc(S(=O)(=O)Nc2cccc(CP(=O)(c3ccccc3)c3ccccc3)c2)cc1
1,0,-10,-5,-3,-2,7,-9,3,1,CC(=O)C1=CCC(c2ccccc2)N(S(=O)(=O)c2ccc(Cl)cc2)C1 (stereo not drawn)
6,5,4,22*,5,-2,-3,-15,3,1,O=S(=O)(Nc1cccc2cccnc12)c1ccc(S(=O)(=O)N2CCCC2)cc1
2,-2,-8,-2,-110,-138,-6,6,-3,-3,Cc1ccc(-c2csc(NC(=O)c3ccccc3Cl)c2C(=O)O)cc1
-3,-4,0,-11,-26,-32,-1,-6,0,10,FC(F)(F)c1cnc2c(c1)Nc1ccccc1S2
3,-5,-1,-7,2,-7,7,3,1,-4,Cc1nn(-c2ccccc2)c(C)c1C(=O)OCC(=O)Nc1ccccc1C(F)(F)F
-5,0,1,10,3,5,16,6,-2,7,Cc1ccc(S(=O)(=O)N(C)C[C@@H]2Oc3c(NC(=O)C4CC4)cccc3C(=O)N([C@@H](C)CO)C[C@@H]2C)cc1
3,-2,6,4,0,-2,14,-1,1,2,Cn1c(SCc2cccc(F)c2)nnc1-c1cnccn1
-1,-3,5,-7,-33,-40,12,0,-2,-14,CCc1c(C)sc(NC(=O)c2ccc(Br)o2)c1C(=O)OC
-8,5,1,3,0,1,1,-4,5,5,Cc1cccc(Nc2ncccc2C(=O)O)c1C
-2,-14,5,-23,-75,-110,13,-3,3,-7,COc1ccc(C2Nc3ccc4ccccc4c3-c3c2c(=O)oc2ccccc32)cc1 (stereo not drawn)
0,-5,2,1,-1,1,-4,-3,-8,3,CC(C)(C)OC(=O)N[C@@H](Cc1ccccc1)C(=O)NCC1CCC(C(=O)N[C@@H](CC(=O)O)C(=O)O)CC1 (stereo partly drawn)
2,-1,-5,-8,1,1,8,-3,-3,-8,COc1ccc(CCNC(=O)CCS(=O)(=O)c2ccc(Br)cc2)cc1OC
0,0,-11,8,3,2,5,0,-3,-3,Cc1ccc(NC(=O)CCN2C(=O)CSC2=O)cc1
5,-1,-5,-2,-2,-13,-3,-3,11,1,CCC(C)N(C(=O)CSc1nnc(-c2cccs2)n1C1CC1)C1CCS(=O)(=O)C1 (stereo not drawn)
6,1,-9,1,1,-4,-4,7,6,5,O=C(COc1ccccc1C(=O)O)Nc1cccc2ccccc12
